# EPAC1 ag: activates human EPAC1 exchange factor. O95398. EPAC1 agonist qHTS, biochemical assay; response scale: 100% = response to 6.5 mM cAMP. Potency, µM (titrated, usually from 154 µM), without a hit: at the top dose activation, usual class: activators. 360,000 compounds, 0.073% hits. AID 720707; also: potency is read from the fitted curve at half-maximal effect; nearly all actives have a fitted effect of over 60% in size
#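 Read-out is the fluorescence drop as BODIPY-GDP leaves Rap1B (480 nm excitation, 540 nm emission), recorded every 5 minutes over 30 minutes. Reactions held 100 nM EPAC1, 250 nM Rap1B–BODIPY-GDP and 50 uM GDP, with 6.5 mM cAMP setting full activation.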
# CCT chaperon mod: changes cytosolic chaperonin activity. 360,000 compounds, 0.3% hits. purified chaperonin ATPase assay, HTRF ADP detection, 30 min. activity change, % (test concentration not listed), hits read low; in the data active = activity change below about -30%; also: % is scaled to controls: 0 for no effect and ±100 for the full control effect
#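 TRiC at 40 or 20 nM final (batch-dependent) in 30 mM Tris pH 7.4, 100 mM KCl, 5 mM MgCl2, 1 mM DTT, with compound at single 76 uM and 10 uM ATP, 30 min at 37 deg C. ADP detected by HTRF Transcreener, 665/615 ratio.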
# PLK1 PBD block: PLK1 (human) polo-box domain binding inhibition; Plk1 PBD binding of FITC phosphopeptide, fluorescence polarization; Potency, µM, without a hit: max response, negative = inhibition, hits mostly inhibitors; P53350; 360,000 compounds, 2.8% hits; also: potency is read from the fitted curve at half-maximal effect; series mostly up to about 57 µM; % is scaled to controls: 0 for no effect and ±100 for the full control effect; nearly all actives have a fitted effect of over 65% in size
# EPAC1 antag: antagonists of human EPAC1; AID 720709; EPAC1 GEF assay, Rap1b-BODIPY-GDP exchange fluorescence; 360,000 compounds, 0.14% hits; O95398; Potency, µM (series often up to 115 µM), for the others: at the top dose activity change, negative = inhibition, actives largely listed as inhibitors;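 also: potency is read from the fitted curve at half-maximal effect; plate controls were vehicle for no effect and positive control for full effect; nearly all actives have a fitted effect of over 50% in size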
# WRN helicase inh: WRN helicase (human) inhibition. Q14191. WRN helicase unwinding, fluorescent forked duplex, kinetic. Potency, µM (series often up to 114 µM), for the others: at the highest dose activity change, negative = inhibition, hits mostly inhibitors. 360,000 compounds, 0.46% hits; also: potency is read from the fitted curve at half-maximal effect; % is scaled to controls: 0 for no effect and ±100 for the full control effect; nearly all actives have a fitted effect of over 55% in size
#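 WRN at 20 nM final was preincubated with compound for 15 min at room temperature; reaction started with 100 nM forked duplex oligonucleotide carrying fluorophore and quencher plus 2 mM ATP (final). Unwinding followed kinetically by red fluorescence (ex 525/em 598 nm).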
# PI5P4Ka inh: inhibitors of human PI5P4K alpha; P48426; 330,000 compounds, 1.2% hits; PI5P4Kalpha enzyme, ADP-Glo luminescence, 60 min; stronger effect = lower value; AID 652105; max response, %; active = max response of -50% or lower; inconclusive = between -30% and -50%; inactive = -30% or higher; also: value at the top dose of about 77 µM; % is scaled to controls: 0 for no effect and ±100 for the full control effect
#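 Quantitative HTS of the MLSMR library against PI5P4Kalpha with substrate. ATP added last at 5 microM final; room temperature, 60 minutes. Remaining ATP depleted, ADP converted and read as luminescence.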
# EPAC2 antag: EPAC2 (human) antagonism. Potency, µM (titrated, usually from 114 µM), inactives show at the top dose activity, negative = inhibition, actives largely listed as inhibitors. 360,000 compounds, 0.18% hits. EPAC2 GEF exchange of Rap1B-BODIPY-GDP, fluorescence; also: potency is read from the fitted curve at half-maximal effect; % is scaled to controls: 0 for no effect and ±100 for the full control effect; nearly all actives have a fitted effect of over 45% in size; many of its hits are not listed in these tables
# Target sequence (Q8WZA2 whole entry, looked up): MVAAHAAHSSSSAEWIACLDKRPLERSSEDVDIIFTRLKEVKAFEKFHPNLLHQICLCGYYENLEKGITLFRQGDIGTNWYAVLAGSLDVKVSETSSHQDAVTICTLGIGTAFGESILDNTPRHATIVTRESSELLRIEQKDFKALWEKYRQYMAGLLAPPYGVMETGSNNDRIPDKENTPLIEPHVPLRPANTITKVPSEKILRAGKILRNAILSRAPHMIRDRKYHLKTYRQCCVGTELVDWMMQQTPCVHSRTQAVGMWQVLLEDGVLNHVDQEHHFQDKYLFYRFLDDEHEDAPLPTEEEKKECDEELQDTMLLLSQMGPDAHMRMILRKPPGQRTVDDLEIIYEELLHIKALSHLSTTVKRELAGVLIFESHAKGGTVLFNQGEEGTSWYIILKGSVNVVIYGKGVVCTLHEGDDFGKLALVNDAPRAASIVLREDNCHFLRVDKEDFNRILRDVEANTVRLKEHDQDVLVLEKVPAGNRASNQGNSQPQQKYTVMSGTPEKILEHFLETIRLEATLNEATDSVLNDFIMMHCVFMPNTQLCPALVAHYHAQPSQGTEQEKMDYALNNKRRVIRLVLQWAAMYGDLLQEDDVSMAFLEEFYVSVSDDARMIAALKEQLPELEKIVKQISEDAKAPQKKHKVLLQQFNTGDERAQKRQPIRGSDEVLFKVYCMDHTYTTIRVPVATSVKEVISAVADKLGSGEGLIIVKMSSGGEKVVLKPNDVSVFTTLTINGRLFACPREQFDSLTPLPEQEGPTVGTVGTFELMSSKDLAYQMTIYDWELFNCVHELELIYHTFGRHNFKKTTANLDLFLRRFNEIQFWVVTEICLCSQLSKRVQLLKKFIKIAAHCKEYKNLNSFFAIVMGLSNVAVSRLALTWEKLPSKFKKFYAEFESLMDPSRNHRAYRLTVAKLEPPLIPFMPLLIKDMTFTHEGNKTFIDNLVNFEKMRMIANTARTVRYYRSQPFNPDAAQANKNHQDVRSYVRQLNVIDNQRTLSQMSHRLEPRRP
# MmCpn inh: blocks the Methanococcus maripaludis chaperonin Mm-Cpn | AID 504842 | Potency, µM (titrated, usually from 76.9 µM), without a hit: at the highest dose activity, negative = inhibition, hits mostly inhibitors | 330,000 compounds, 0.031% hits | purified Mm-Cpn ATPase, ADP Transcreener TR-FRET; also: potency is read from the fitted curve at half-maximal effect; % is scaled to controls: 0 for no effect and ±100 for the full control effect; nearly all actives have a fitted effect of over 80% in size
#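 ATPase read-out: TR-FRET ADP immunoassay (anti-ADP Eu cryptate vs ADP-d2), ex 320 nm, em 590/665 nm; signal drops as ADP forms. Enzyme 25 nM, ATP 10 uM, 30 min at 37°C after 10 min compound preincubation.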
# An asterisk follows results filed as active; ? = inconclusive; . = not tested or not shown; [ ] = another dose, or the depositor's remark. Unless noted, calls follow the shape of the dose curve; as a rule, active = well fitted curve in the direction sought with a large enough effect; inconclusive = small, poorly fitted or top-dose-only effect, or another doubt; inactive = no such curve, though single readings can be large; an effect the other way counts as inactive or inconclusive.
no. | EPAC1 ag | PLK1 PBD block | MmCpn inh | WRN helicase inh | PI5P4Ka inh | CCT chaperon mod | EPAC2 antag | EPAC1 antag | SMILES
1 | 6% | 0% | 0% | 1% | -5 | 1.2 | 3% | 6% | O=C(CSc1ccc(Cl)cc1)NCc1ccncc1
2 | 4% | -7% | 0% | 0% | -1 | -1.2 | -2% | -2% | COc1cccc(C(=O)C2CCCN(Cc3c(C)n(C)n(-c4ccccc4)c3=O)C2)c1 (stereo not drawn)
3 | 1% | -5% | 5% | -2% | . | -2.4 | -3% | -2% | O=C(c1cc2n(n1)C(C(F)(F)F)CC(c1ccc(Cl)cc1)N2)N1CCCC1 (stereo not drawn)
4 | -13% | -14% | . | -12% | 14 | 2.0 | -19% | ? | COC(=O)[C@]12CCCCC=C1N(Cc1cccc3ccccc13)C(=O)[C@H](CC(=O)NCc1cccc(C(F)(F)F)c1)C2
5 | 4% | -1% | 2% | -14% | . | -2.5 | -6% | -3% | O=C(NCCCc1ccccc1)c1ccccc1O
6 | 3% | -11% | 1% | -9% | . | -0.6 | -1% | -8% | Cc1cc(NS(=O)(=O)c2ccc(CC(C)C)cc2)no1
7 | 7% | -7% | . | -3% | 1 | -1.6 | 14% | 7% | Cc1cn([C@H]2C[C@H](O)[C@@H](CNC(=O)[C@H](N)C3CC3)O2)c(=O)[nH]c1=O
8 | 0% | 1.7µM* | 2% | 0% | -101* | -1.5 | 21% | 4% | Cc1nnc(N=c2ssnc2Cl)o1
9 | 6% | -10% | -1% | 3% | 3 | -2.4 | -3% | -13% | O=C(CCCN1C(=O)/C(=C/c2ccccc2Cl)SC1=S)Nc1cccnc1
10 | 2% | -4% | -1% | -7% | 8 | -0.8 | 12% | 0% | CCn1cc(C2C3=C(CC(C)(C)CC3=O)N(c3ccccc3)C3=C2C(=O)CC(C)(C)C3)c(C)n1
11 | 18% | -8% | 0% | -7% | 4 | -7.2 | -6% | -14% | O=C(CN(Cc1ccccc1)S(=O)(=O)c1ccc2c(c1)OCCO2)N/N=C/c1cccc(Br)c1
12 | 10% | -8% | 0% | -4% | 1 | -3.0 | 12% | -10% | CC(Cc1ccsc1)NC(=O)CCc1nnc(CCc2ccccc2)o1 (stereo not drawn)
13 | 4% | -11% | 0% | 9% | -5 | 0.3 | 7%[57.1 µM] | -5% | COc1ccccc1N1CCN(CC(=O)N2N=CCC2c2ccccc2)CC1 (stereo not drawn)
14 | -2% | ? | -1% | 2% | -14 | -2.5 | 1% | -5% | COc1cccc(/C=N/n2c(-c3n[nH]c4c3CCC4)n[nH]c2=S)c1OC
15 | -7% | -7% | -1% | 5% | 6 | 1.3 | 7% | 0% | O=C(CNCc1ccco1)Nc1cc(S(=O)(=O)N2CCOCC2)ccc1N1CCCC1
16 | 7% | 21µM* | -2% | -34% | ? | -3.8 | ? | -7% | O=C(O)c1ccccc1N/N=C/c1cc(Br)cc(Br)c1O
17 | 2% | -4% | -3% | 17% | -9 | 2.2 | -1% | 7% | CC(=O)NC(CC(=O)Nc1ccc(S(=O)(=O)NC2=NCCCCC2)cc1)c1ccccc1 (stereo not drawn)
18 | -3% | -21% | -6% | 4% | -17 | -2.4 | -1% | 1% | O=C(Cc1ccc([N+](=O)[O-])cc1)N1CCN(c2ccc([N+](=O)[O-])cc2)CC1
19 | 11% | -4% | 2% | 0% | -2 | -1.3 | 4% | 2% | COc1ccccc1C(=O)NCCC(=O)N(C)CC(=O)Nc1ccccc1Br
20 | -5% | -9% | 0% | -6% | -8 | -2.0 | -22% | 2% | Cc1nonc1C1CCCN1Cc1nc(-c2ccccc2Cl)oc1C (stereo not drawn)
21 | -2% | -6% | -1% | 2%[57.1 µM] | 2 | 0.1 | -4% | 6% | COc1ccc(C2C(C(C)=O)=C(O)C(=O)N2C)c(OC)c1 (stereo not drawn)
22 | -5% | 2% | -1% | -4% | 0 | 3.3 | -5% | 7% | Cc1c(C(=O)N2CCCC(C(F)(F)F)C2)oc2ccccc12 (stereo not drawn)
23 | -8% | -4% | -2% | -1% | -4 | -1.2 | 16% | -13% | CC(=O)Nc1ccc(S(=O)(=O)NNC(=S)NCC2CCCO2)cc1 (stereo not drawn)
24 | -4% | -2% | 1% | -7% | -1 | -0.7 | 12% | -1% | Cc1cc2c(cc1S(=O)(=O)N1CCN(c3ccccc3)CC1)OCC(=O)N2
25 | -10% | -1% | 0% | -3% | -4 | -0.6 | -4% | 2% | CC(=O)c1c(C)[nH]c(C(=O)OCC(=O)NCCc2ccc(Cl)cc2)c1C
26 | -7% | -9% | 2% | -10% | 1 | 1.8 | 9% | -5% | COc1ccc(S(=O)(=O)N/N=C\c2ccc3c(c2)OCO3)c(OC)c1
27 | 9% | 0% | . | -3% | 0 | -11 | 0% | -1% | C=CCOc1ccc(C[C@H](N)C(=O)NC[C@H]2O[C@@H](n3cc(C)c(=O)[nH]c3=O)C[C@@H]2O)cc1
28 | 3% | -6% | -6% | 1% | 8 | -1.4 | -3% | -3% | Cc1c(Nc2nc(-c3cccc([N+](=O)[O-])c3)cs2)c(=O)n(-c2ccccc2)n1C
29 | 20% | -11% | -17% | -15% | -10 | 1.5 | -8% | -5% | O=S(=O)(Nc1cccc(-c2ccc(N3CCCCCC3)nn2)c1)c1ccccc1Cl
30 | 8% | -2% | -1% | 3% | -4 | -1.4 | 1% | -1% | COc1cccc(CNC(=O)c2ccccc2N)c1
31 | -4% | -6% | 1% | 5% | 5 | -0.6 | 10%[57.1 µM] | 7% | CC(SC1CCCC1)C(=O)Nc1ccnn1C(C)C (stereo not drawn)
32 | 3% | -13% | 0% | 11% | 3 | -9.6 | 7% | 10% | O=C(NNC(=S)Nc1ccc(Br)cc1Cl)c1ccco1
33 | 9% | -4% | -3% | -20% | . | -0.5 | 3% | 3% | CC(=O)c1cccc(NC(=O)NCc2ccco2)c1
34 | 4% | -4% | 4% | -6% | 1 | 1.2 | 0% | 14% | Cc1ccc(OCCNC(=O)CN2C(=O)NC3(CCCC3)C2=O)cc1
35 | -7% | -7% | 0% | 9% | -4 | 4.0 | 14% | 0% | COc1ccc(/C=C2\C(=N)N3N=C(CC(=O)N4CCCCC4)SC3=NC2=O)cc1
36 | 0% | -8% | 0% | 3% | . | -0.1 | 6% | 6% | Cc1cc2nc(SCC(=O)Nc3nonc3C)c3c(c2cc1C)CCCC3
37 | 5% | -19% | 3% | -6% | . | 0.0 | -1% | -7% | CC(C)(C)c1cc[n+](/C(C(=S)NC2CC2)=C(/[O-])c2ccc(Cl)s2)cc1
38 | 6% | 0% | 1% | -4% | . | -2.8 | -3% | 2% | Cn1c(C(=O)OC(C(=O)NCc2ccco2)c2ccncc2)cc2sccc21 (stereo not drawn)
39 | -13% | -6% | 0% | -1%[57.1 µM] | -7 | 0.5 | -13% | -1% | CC(=O)Nc1cccc(C(=O)N2CCN(S(=O)(=O)c3ccc4ccccc4c3)CC2)c1
40 | -15% | -5% | 2% | 4% | 0 | -2.9 | 2% | -9% | CC1O[C@@H](OC2C(O)C(C)O[C@H](OC(=O)[C@]34CCC(C)(C)C[C@H]3C3=CCC5[C@@]6(C)CC(O)C(O[C@@H]7OC(CO)C(O)[C@@H](O)[C@@H]7O)[C@@](C)(C(=O)O)C6CC[C@@]5(C)[C@]3(CO)CC4)C2O[C@H]2OC(C)[C@@H](O[C@@H]3OCC(O[C@@H]4OC(CO)C(O)[C@H](O)C4O)[C@@H](O)[C@@H]3O)[C@H](O)C2O)C(O)C(O)C1O (stereo partly drawn)
41 | -9% | -1% | -5% | 2% | 4 | -0.4 | 8% | 9% | CC(C)CCNC(=O)c1cc(-c2cccs2)nc2ccccc12
42 | 10% | 2% | 2% | 5% | 4 | -0.8 | -4% | -1% | COC(=O)c1ccc2c(=O)n(CCN3CCOCC3)c(SCC(=O)Nc3cccc(OC)c3)nc2c1
43 | -3% | -15% | -1% | 2% | -2 | -2.4 | 10% | -17% | CSCc1ccc(C(=O)N2CCCC(Nc3ccc(F)cc3)C2)o1 (stereo not drawn)
44 | -2% | -23% | 0% | -15% | -26 | -3.5 | 7% | 2% | Cn1c(=O)c2c(nc(SCc3nn[nH]n3)n2Cc2ccccc2F)n(C)c1=O
45 | -13% | 0% | 1% | 4% | 7 | -8.4 | 6% | 10% | CCCOc1ccc(/C(O)=C2\C(=O)C(=O)N(CCCOC)C23C(=O)N(C)c2ccccc23)cc1 (stereo not drawn)
46 | 6% | -9% | 0% | 6% | 3 | 1.7 | -4% | -20% | CCOCCCN(C(=O)c1ccco1)C(C(=O)NC1CCCC1)c1cccc(OC)c1OC (stereo not drawn)
47 | 4% | 4% | -1% | -1% | -2 | -2.0 | 1% | 0% | CN(NS(=O)(=O)c1ccccc1)c1nc2ccccc2nc1C(F)(F)F
48 | 2% | -7% | . | -7% | -9 | -0.6 | -3% | -3% | COCCNC(=O)C1(C)CCCN(C(=O)c2cc(F)cc(F)c2)C1 (stereo not drawn)

# One compound at a time, from the list above. Order of values: EPAC1 ag, PLK1 PBD block, MmCpn inh, WRN helicase inh, PI5P4Ka inh, CCT chaperon mod, EPAC2 antag, EPAC1 antag
# Cc1ccc(OCCNC(=O)CN2C(=O)NC3(CCCC3)C2=O)cc1 across the screens: 4%, -4%, 4%, -6%, 1, 1.2, 0%, 14%
# CN(NS(=O)(=O)c1ccccc1)c1nc2ccccc2nc1C(F)(F)F across the screens: 4%, 4%, -1%, -1%, -2, -2.0, 1%, 0%
# CC(=O)c1cccc(NC(=O)NCc2ccco2)c1 across the screens: 9%, -4%, -3%, -20%, ., -0.5, 3%, 3%
# CC(=O)Nc1cccc(C(=O)N2CCN(S(=O)(=O)c3ccc4ccccc4c3)CC2)c1 across the screens: -13%, -6%, 0%, -1%[57.1 µM], -7, 0.5, -13%, -1%
# CCOCCCN(C(=O)c1ccco1)C(C(=O)NC1CCCC1)c1cccc(OC)c1OC (stereo not drawn) across the screens: 6%, -9%, 0%, 6%, 3, 1.7, -4%, -20%

# A portion of the library (hit frequency here may not be typical).
